HepG2 viability: qHTS for Inhibitors of TGF-b: Cytotox Counterscreen. 0.76% of 410,000 active. Potency, µM (highest dose often 46.1 µM), without a hit: at the highest dose activity change, negative = cytotoxicity, hits mostly cytotoxic. HepG2 CAGA-GFP viability, ATP luminescence, 18 h. AID 588856, 2011; note: potency is the fitted concentration of half-maximal effect; some results filed as inactive show a strong effect at the top dose
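CellTiter-Glo luminescence gave cytotoxicity after 18 hours at 37 degrees C. The cells were HepG2 CAGA-GFP in 1% FBS DMEM, stimulated with 500 pg/mL TGF-beta after compound addition. %Activity was normalised to no-cell wells (complete cell-killing) and DMSO (no toxicity), and curves were fitted and classified.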
ATXN2 expr inh: Primary qHTS for Inhibitors of ATXN expression. HEK-293 ATXN2-luciferase reporter, luminescence, 24 h. 0.72% of 360,000 active. Potency, µM (doses to about 57 µM), inactives show at the top dose activity change, negative = inhibition, usual class: inhibitors. AID 1745845, 2022; note: potency is the fitted concentration of half-maximal effect; % is set by controls: 0 for no effect and ±100 for the full control effect; nearly all actives have a fitted effect of over 55% in size
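ATXN2-luciferase reporter cells (luciferase flanked by upstream and downstream ATXN2 gene portions) were treated 24 h at 37 °C with compounds at up to 57 uM. SteadyGlo luminescence gave expression; GF-AFC fluorescence gave viability.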
IL1B secr inh: qHTS for Inhibitors of Inflammasome Signaling: IL-1-beta AlphaLISA Primary Screen; THP-1 LPS/ATP IL-1B secretion, AlphaLISA, 16 h; hits give low values; activity change, % at 57.5 µM; 4.7% of 360,000 active; in the data active = activity change below about -50%; inconclusive = mostly about -30% to -49%; note: % is set by controls: 0 for no effect and ±100 for the full control effect
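THP-1 cells pretreated 1 hr with compounds (up to 57.5 uM final), then stimulated with LPS (250 ng/mL final) plus ATP (1.25 mM final); secreted IL-1B measured by AlphaLISA after 16 hr, decreased signal indicating inhibition.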
MCF10A rereplic: A quantitative high throughput screen for small molecules that induce DNA re-replication in MCF 10a normal breast cells | MCF 10A DNA re-replication, Hoechst nuclear intensity, 48 h | Potency, µM (highest dose often 46.1 µM), for the others: at the top dose activity, positive = re-replication, actives largely listed as activators | 2.9% of 350,000 active | AID 624296, 2012; note: potency is the fitted concentration of half-maximal effect; % of control where 0% means no effect; nearly all actives have a fitted effect of over 50% in size
HT1080 IDH1KD tx: qHTS for induction of synthetic lethality in tumor cells producing 2HG: qHTS for the HT-1080-IDH1KD cell line; HT-1080 IDH1 knockdown viability, ATP luminescence, 48 h; Potency, µM (highest dose often 46.1 µM), for the others: at the highest dose activity, negative = toxicity, hits mostly cytotoxic; 2% of 360,000 active;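 note: potency is the fitted concentration of half-maximal effect; 0% = DMSO wells and -100% = cell-free medium wells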
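IDH1KD HT-1080 cells, 750/well, RPMI + 5% FBS; compound pinned after 2 h settling; 48 h, 37 °C; CellTiter-Glo luminescence; % activity normalised to DMSO and no-cell wells; curves fitted, classed by r2 and efficacy.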
HT1080NT lethal: qHTS for induction of synthetic lethality in tumor cells producing 2HG: qHTS for the HT-1080-NT fibrosarcoma cell line | 1.6% of 360,000 active | HT-1080-NT fibrosarcoma viability, CellTiter-Glo ATP luminescence, 48 h | Potency, µM (doses to about 46.1 µM), for the others: top-dose activity, negative = less viability, actives largely listed as cytotoxic;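 note: NT is the 2HG producing partner of a matched IDH1 knockdown line; potency is the fitted concentration of half-maximal effect; 0% = DMSO-treated cells and -100% = media-only wells without cells; nearly all actives have a fitted effect of over 55% in size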
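Fibrosarcoma NT cells, 750 per well in 5% FBS RPMI, were exposed to compound for 48 hours. Viability: CellTiter-Glo luminescence.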
ATXN viability: Viability Counterscreen for Primary qHTS for Inhibitors of ATXN expression. S2 cells (HEK-293 line with an ATXN2-luciferase reporter) viability, CellTiter-Fluor protease fluorescence, 24 h. 0.49% of 400,000 active. Potency, µM (series often up to 56.7 µM), actives largely listed as cytotoxic; note: potency is the fitted concentration of half-maximal effect; nearly all actives have a fitted effect of over 40% in size
SW480 rereplic: A quantitative high throughput screen for small molecules that induce DNA re-replication in SW480 colon adenocarcinoma cells; SW480 DNA re-replication, Hoechst DNA content imaging, 48 h; AID 624297, 2012; 1.8% of 340,000 active; Potency, µM (series often up to 46.1 µM), without a hit: top-dose re-replication activation, hits mostly activators; note: potency is the fitted concentration of half-maximal effect; % of control where 0% means no effect; nearly all actives have a fitted effect of over 55% in size
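250 cells/well; 23 nL cpd via pin tool; 48 hr, 37 C, 5% CO2; Hoechst 40 min; imager read of total nuclear intensity, ex 405/em 500-530 nm.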
KB-3-1 cytotox: qHTS assay for MDR1-selective chemotherapeutics: Primary screen using the parental adenocarcinoma cell KB-3-1. 1.4% of 400,000 active. KB-3-1 viability, CellTiter-Glo ATP luminescence, 72 h. AID 1347075, 2019. Potency, µM (top dose mostly 46.1 µM), for the others: at the top dose activity change, negative = cytotoxic, actives largely listed as cytotoxic; note: potency is the fitted concentration of half-maximal effect; % is set by controls: 0 for no effect and ±100 for the full control effect; nearly all actives have a fitted effect of over 60% in size
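Parental KB-3-1 viability, qHTS format: 72 h compound exposure, 37 °C; CellTiter-Glo; media-only wells and DMSO plates as controls; concentration-effect fits on corrected data.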
Starred values were filed as active, the others as inactive; i = inactive; ? = inconclusive; . = not tested or not shown; & = joins results of further samples; [ ] = dose if it differs, or a comment. Unless noted, calls come from the whole dose curve; as a rule, active = well fitted curve in the direction sought with a large enough effect; inconclusive = small, poorly fitted or top-dose-only effect, or another doubt; inactive = no such curve, though single readings can be large; an effect the other way counts as inactive or inconclusive.

Results follow in this order: ATXN2 expr inh | HepG2 viability | HT1080NT lethal | SW480 rereplic | ATXN viability | MCF10A rereplic | IL1B secr inh | KB-3-1 cytotox | HT1080 IDH1KD tx
CCc1ccc(C(C)NC(=O)/C(C#N)=C\c2cn[nH]c2-c2ccccc2)cc1 (configuration not stated)
 : -31% | -29% | ? | 0% | i | ? | -11 | -6% | ?
N#CC1=C(N)Oc2cc3ccccc3cc2C1c1cccs1 (configuration not stated)
 : -10% | -65% | ? | ? | ? | ? | 0 | 10µM* | ?
Cc1ccc(NS(=O)(=O)c2c(C(=O)N3CCCCCC3)c(C)n(C)c2C)c(C)c1
 : 15% | -9% | 8% | 0% | i | 0% | -11 | 5% | -9%
COc1cccc(NC(=O)c2ccc(S(=O)(=O)N3CCCC3)cc2)c1
 : -16% | -7% | -14% | -1% | i | 0% | ? | -5% | -4%
S=C(NCCCN1CCOCC1)N1CCN(c2ccccc2)CC1
 : -19% | 22% | 21% | -1% | i | 2% | 3 | -2% | 2%
c1coc(CN(Cc2cccs2)Cc2nnnn2C2CCCCC2)c1
 : -7% | 0% | -1% | 4% | ? | 2% | -9 | -16% | 0%
CCc1nnc(NC(=O)CSc2nnc(-c3ccc(S(=O)(=O)N(CC)CC)cc3)n2CC)s1
 : 9% | -20% | 21% | -3% | i | 6% | -1 | -1% | 18%
CCCCCc1c(CC)ncn1CCc1ccccc1OC
 : ? | . | 26µM* | . | 16µM* | . | ? | 16µM* | ?
Cc1ccc(C(=O)NC(=S)NCc2ccccc2)cc1Br
 : 4% | -45% | 11% | 0% | . | 2% | 22 | 0% | 12%
O=C(NCCc1cccs1)C1CC(c2cccc([N+](=O)[O-])c2)=NO1 (configuration not stated)
 : 9% | 8% | -5% | -9%[9.22 µM] | i | 16% | 9 | 10% | 4%
C=CCn1c(SCc2ccc([N+](=O)[O-])cc2)nnc1C(C)NC(=O)c1ccccc1 (configuration not stated)
 : -5% | -1% | -4% | -2% | ? | 7% | -13 | 10% | -4%
O=c1oc2ccc(Cl)cc2nc1/C=C(\O)c1ccco1
 : -11% | -18% | -18% | 3% | i | 10% | -4 | -17% | -20%
Cc1ccccc1OCc1n[nH]c(=S)n1-c1cccc(Cl)c1
 : . | -24% | -9% | 3% | ? | -1% | 9 | 0% | -8%
O=C(NCCc1c[nH]c2ccccc12)c1ccc(S(=O)(=O)NCc2ccco2)cc1
 : 1% | -11% | -16% | 5% | i | 14% | 24 | 6% | -14%
C#CCCC(=O)c1ccccc1/C=[N+](\[O-])c1ccccc1
 : 6% | -38% | 0% | 8% | i | 16% | 16 | ? | 1%
CCOC(=O)c1ccccc1NC(=O)c1ccc(N(C)S(C)(=O)=O)cc1
 : -5% | -2% | -11% | 2% | i | 18% | -12 | 2% | 0%
O=[N+]([O-])c1ccc2nc(CCCO)[nH]c2c1
 : 2% | -9% | 2% | -6% | i | -15% | -2 | 1% | -2%
CC(=O)c1c(N2CCOCC2)nc2ccc(Br)cc2c1-c1ccccc1
 : -2% | 8% | 15% | -43%[inhibitor] | i | ? | . | -9% | 28%
COc1ccc(/C=C/c2c(-c3ccc(OC)cc3)oc(=O)c3cc(OC)c(OC)cc23)cc1
 : -6% | 0% | -3% | 7% | i | 3% | 25 | 1% | 10%
N=C1C(=O)NC(=O)C1c1ccccc1 (configuration not stated)
 : -10% | 17% | -1% | -5% | i | 0% | -4 | 12% | 13%

Arranged by molecular weight (lowest first): 10 of the compounds above
Results follow in this order: ATXN2 expr inh | HepG2 viability | HT1080NT lethal | SW480 rereplic | ATXN viability | MCF10A rereplic | IL1B secr inh | KB-3-1 cytotox | HT1080 IDH1KD tx
N=C1C(=O)NC(=O)C1c1ccccc1 (configuration not stated)
 : -10% | 17% | -1% | -5% | i | 0% | -4 | 12% | 13%
CCCCCc1c(CC)ncn1CCc1ccccc1OC
 : ? | . | 26µM* | . | 16µM* | . | ? | 16µM* | ?
N#CC1=C(N)Oc2cc3ccccc3cc2C1c1cccs1 (configuration not stated)
 : -10% | -65% | ? | ? | ? | ? | 0 | 10µM* | ?
O=C(NCCc1cccs1)C1CC(c2cccc([N+](=O)[O-])c2)=NO1 (configuration not stated)
 : 9% | 8% | -5% | -9%[9.22 µM] | i | 16% | 9 | 10% | 4%
S=C(NCCCN1CCOCC1)N1CCN(c2ccccc2)CC1
 : -19% | 22% | 21% | -1% | i | 2% | 3 | -2% | 2%
c1coc(CN(Cc2cccs2)Cc2nnnn2C2CCCCC2)c1
 : -7% | 0% | -1% | 4% | ? | 2% | -9 | -16% | 0%
COc1cccc(NC(=O)c2ccc(S(=O)(=O)N3CCCC3)cc2)c1
 : -16% | -7% | -14% | -1% | i | 0% | ? | -5% | -4%
Cc1ccc(NS(=O)(=O)c2c(C(=O)N3CCCCCC3)c(C)n(C)c2C)c(C)c1
 : 15% | -9% | 8% | 0% | i | 0% | -11 | 5% | -9%
O=C(NCCc1c[nH]c2ccccc12)c1ccc(S(=O)(=O)NCc2ccco2)cc1
 : 1% | -11% | -16% | 5% | i | 14% | 24 | 6% | -14%
COc1ccc(/C=C/c2c(-c3ccc(OC)cc3)oc(=O)c3cc(OC)c(OC)cc23)cc1
 : -6% | 0% | -3% | 7% | i | 3% | 25 | 1% | 10%

New compounds follow:
Results follow in this order: ATXN2 expr inh | HepG2 viability | HT1080NT lethal | SW480 rereplic | ATXN viability | MCF10A rereplic | IL1B secr inh | KB-3-1 cytotox | HT1080 IDH1KD tx
Cc1ccc(-c2cnn3c(N4CCOCC4)cc(C)nc23)cc1
 : . | -17% | -11% | -1% | i | -4% | -11 | 1% | 0%
CCC(=O)Nc1cccc(NC(=S)NC(=O)c2cc3ccccc3o2)c1
 : 4% | -2% | -1% | 2% | ? | ? | 48 | 1% | 2%
COc1ccccc1N1CCN(CC(=O)NCc2ccc(Cl)cc2)CC1
 : . | -10% | 0% | 1% | ? | 12% | -15 | -7% | -2%
COC(=O)c1cc(CNC(=O)c2ccc(S(=O)(=O)N(C)c3ccccc3)cc2)ccc1OC
 : -22% | 0% | 2% | -3% | i | 11% | 0 | 1% | -1%
O=[N+]([O-])c1ccc(Oc2cccnc2)c([N+](=O)[O-])c1
 : 45%[activator] | -21% | ? | ? | ? | 5.8µM* | -112* | ? | ?
CCCCOC(=O)Nc1nc2ccccc2s1
 : 34% | 1% | 13% | -6% | i | 1% | 4 | ? | 9%
COc1ccc(C(=O)Nc2nc(C)c(C)s2)cc1OC
 : 29% | -26% | -2% | -2% | i | 14% | -7 | -2% | -3%
COc1ccccc1-c1noc(CCCC(=O)NC2CCCC2)n1
 : -3% | -11% | 0% | -4% | i | -1% | 12 | -3% | 10%
CCOC(=O)/C(=C\c1ccccc1)C(=O)c1cc(C(C)=O)c(Nc2ccccc2)s1
 : 11µM* | 3.2µM* | -10% | 11% | 20µM* | 20% | -101* | -16% | 6.3µM*
COc1ccc(CNc2nc3c(c(=O)n(Cc4ccc(Br)cc4)c(=O)n3C)n2C)cc1
 : -31% | 1% | ? | 17% | i | ? | 0 | ? | ?
CC(C)[C@H](NC(=O)C1CC(=O)N(c2ccc(F)cc2)C1)C(=O)N1CCCCC1 (some centres not stated)
 : -2% | 0% | 14% | -4% | i | 1% | 6 | 6% | 13%
Cc1ccc(Cn2c(SCC(=O)NCC3CCCO3)nc3ccsc3c2=O)cc1 (configuration not stated)
 : -7% | 0% | -2% | 0% | i | 0% | -23 | -7% | -3%
Clc1ccc(-c2c[n+](Cc3ccc(Br)cc3)c3n2CCCCC3)cc1
 : -33% | -11% | ? | 3% | i | 14% | -62* | ? | ?
COc1ccccc1N1CCN(S(=O)(=O)c2ccccc2F)CC1
 : 7% | -13% | -17% | -2% | i | 5% | -6 | -11% | -22%
COCCn1ccc2c(OCC(=O)NCc3ccc(C)cc3)cccc2c1=O
 : 7% | -1% | -2% | -5% | ? | -1% | -8 | 9% | -3%
CCc1ccccc1N(C(=O)c1snc(C(N)=O)c1N)C(C(=O)NCC1CCCO1)c1ccc(N(C)C)cc1 (configuration not stated)
 : 0% | -3% | -14% | 14% | i | 25% | -2 | -3% | -12%
CN(CC(=O)Nc1ccccc1Cl)C1CCCCC1
 : -27% | 0% | 23% | 16% | i | 7% | -4 | -5% | -2%
COc1ccc(CCNC(=O)C(=O)Nc2ccccc2F)cc1
 : 21% | 5% | . | . | i | . | . | 18% | .
Cc1ccc2[nH]cc(C(=O)CN3CCN(c4ccccc4F)CC3)c2c1
 : ? | -43% | 11% | 1% | ? | 28% | 7 | -1% | -5%
O=C(NCc1ccccn1)[C@@H]1CCCN1C(=O)[C@@H]1CCCN1C(=O)c1ccccc1
 : -6% | . | 19% | . | i | . | 0 | 26% | 0%
O=C(Nc1c(-c2ccccc2)nc2ccccn12)c1ccccc1F
 : 3% | -1%&-5% | -11% | -3% | ? | -3% | -9 | 1%&-7% | 4%
CCc1nc2c(OCc3ccc(Cl)cc3)cccn2c1N(C)C(=O)c1ccncc1
 : -22% | -24% | -9% | . | i | . | -7 | 0% | -8%
Cc1cc(C(=O)OCC(=O)NCCCN2CCCC2=O)c2ccccc2n1
 : 0% | 0% | 2% | -1% | i | -3% | 7 | -3% | 2%
C=CCC1(/C=N/O)CCOC(C)(C)C1 (configuration not stated)
 : 6% | -3% | 11% | -104%[inhibitor] | i | -5% | 17 | -6% | 6%
Cn1ncc(N=Cc2ccccc2O)c1C(=O)Nc1ccccc1
 : 1% | 7% | 7% | 3% | i | -2% | 8 | 11% | 6%

Compound activity (PubChem BioAssay)
